# NPR2 activator: GC-B (human) receptor activation; hit rate 0.11% among 370,000; HEK293-GC-B cells, CNP EC30, cGMP TR-FRET; 0% at EC30 CNP, 100% saturating CNP; activation, % at 10 µM;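 active = activation at 10 µM reaching about 35% in either raw or pattern-adjusted values, limit read from the data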
# MBD2 inh: inhibitors of human MBD2 binding to methylated oligonucleotide; Q9UBB5; TR-FRET; inhibition, % at 4.4 µM; hit rate 0.31% among 370,000; AID 686964; in the data active = inhibition above about 13%
# PRMT1 inh: inhibitors of human PRMT1. inhibition, % at 2.79 µM. Q99873. hit rate 1.3% among 370,000. recombinant PRMT1, activity-based probe fluorescence polarization;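 active = inhibition above about 21% made by adding two undisclosed values, limit read from the data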
# Target sequence (Q99873 whole entry, looked up): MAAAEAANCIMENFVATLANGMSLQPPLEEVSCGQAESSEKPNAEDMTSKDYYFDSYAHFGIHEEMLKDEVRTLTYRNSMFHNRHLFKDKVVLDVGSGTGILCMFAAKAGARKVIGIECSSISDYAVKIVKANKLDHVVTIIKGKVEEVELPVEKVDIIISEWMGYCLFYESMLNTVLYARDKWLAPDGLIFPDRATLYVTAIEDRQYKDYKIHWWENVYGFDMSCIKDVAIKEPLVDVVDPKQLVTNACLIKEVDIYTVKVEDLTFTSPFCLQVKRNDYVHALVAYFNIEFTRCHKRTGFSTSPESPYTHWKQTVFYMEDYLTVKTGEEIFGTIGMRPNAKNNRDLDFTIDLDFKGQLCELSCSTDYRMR
# UHRF1 binding: human UHRF1 methylated DNA binding inhibitors | inhibition, % at 4.4 µM | UHRF1 binding to methylated oligo, TR-FRET | AID 687016 | hit rate 0.75% among 370,000 | Q96T88; in the data active = inhibition above about 21%;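 note: UHRF1 SRA domain binding a hemimethylated CpG hairpin DNA probe; 0% = median of test compound wells and 100% = reference inhibitor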
# rCAG RNA binder: r(CAG) repeat RNA binding; inhibition, % at 3 µM; hit rate 1.3% among 370,000; AID 651821; TO-PRO-1 dye displacement fluorescence;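 active = inhibition above the plate cutoff, the mean of all test compounds on that plate plus 3 SD, cut at about 35% in these data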;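 note: 0% = DMSO alone and 100% = 100 µM mitoxantrone as full dye displacement; higher means more dye released from RNA so lower well fluorescence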
# mABHD4 FP: ABHD4 (mouse) inhibition, primary FP screen; inhibition, % at 8.92 µM; Q8VD66; purified mABHD4, FP-Rh probe fluorescence polarization; hit rate 0.54% among 370,000;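 active = inhibition exceeding the mean over every tested compound plus 3 SD, cut at about 30% in these data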;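 note: 0% = plate median of compound wells and 100% = S159A mutant with DMSO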
# Target sequence (Q8VD66 whole entry, looked up): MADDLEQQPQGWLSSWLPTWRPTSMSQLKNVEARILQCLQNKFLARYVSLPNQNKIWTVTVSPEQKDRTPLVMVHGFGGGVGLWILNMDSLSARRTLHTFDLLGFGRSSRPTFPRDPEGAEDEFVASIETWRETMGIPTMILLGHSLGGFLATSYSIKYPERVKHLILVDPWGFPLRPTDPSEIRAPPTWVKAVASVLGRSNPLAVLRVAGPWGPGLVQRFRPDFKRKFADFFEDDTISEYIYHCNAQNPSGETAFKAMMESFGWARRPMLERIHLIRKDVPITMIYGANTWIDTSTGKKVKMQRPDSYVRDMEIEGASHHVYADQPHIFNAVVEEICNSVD
#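 Assay system: mouse ABHD4 enzyme, wild type / Also added: fluorescent activity-based probe FP-Rh / Doses: single nominal dose of 8.92 µM, 0.89% DMSO final / Timing: 45 min compound pre-incubation plus 60 min probe step, 25 °C / Signal: FP readout, ex 525 nm / em 598 nm / Control set: S159A mutant/DMSO as 100%, compound-well median as 0%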
# GC-A act: GC-A (human) enzyme activation; P16066; HEK293 GC-A cells, cGMP TR-FRET, EC30 ANP; 0% at EC30 ANP, 100% saturating ANP; activation, % at 10 µM; hit rate 0.14% among 370,000; AID 1671463; in the data active = activation above about 40%
# HTRA1 inhibitor: HTRA1 (human) protease inhibition. Q92743. recombinant HTRA1, FP-rhodamine activity-based probe, fluorescence polarization. inhibition, % at 5.96 µM. hit rate 0.5% among 340,000; in the data active = inhibition above about 36%;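 note: 0% = enzyme with DMSO and 100% = wells lacking enzyme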
# TCR-CD3 inh: blocks the human TCR-CD3 interaction; TAMRA-labeled TCR probe fluorescence, biochemical; inhibition, % at 9.4 µM; hit rate 0.37% among 360,000; in the data active = inhibition above about 19%;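 note: recombinant mutant TCR 2C K166C tagged with TAMRA read by polarization; 0% = receptor in buffer alone and 100% = receptor with positive control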
# SIAE inh: inhibitors of human sialic acid acetylesterase SIAE. inhibition, % at 9.66 µM. SIAE FP-Rh probe binding, fluorescence polarization. hit rate 0.69% among 370,000. Q9HAT2. AID 1053197;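 active = inhibition above a cutoff: mean of compounds within the control limits plus 3 SD of those, cut at about 17% in these data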;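 note: 0% = plate median of compound wells and 100% = probe without SIAE protein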
# Numbers without * were called inactive; . = no result given. Only part of the results is shown; rates above refer to the full screens.
# The opening 2 records (preview)
[1] COc1ccc(C(c2nnnn2Cc2cccs2)N2CCC(C(N)=O)CC2)c(OC)c1 (stereo unspecified)
[2] C/C(=N\NC(=O)c1cc(-c2cccc(OC(C)C)c2)nc2ccccc12)c1cccnc1

entry no.,1,2
NPR2 activator,-1,3
MBD2 inh,2,5
PRMT1 inh,2,-1
UHRF1 binding,7,17
rCAG RNA binder,2,11
mABHD4 FP,1,-9
GC-A act,4,2
HTRA1 inhibitor,-1,-31
TCR-CD3 inh,1,-9
SIAE inh,2,-16

# The list itself, from the first entry:
[1] COc1ccc(C(c2nnnn2Cc2cccs2)N2CCC(C(N)=O)CC2)c(OC)c1 (stereo unspecified)
[2] C/C(=N\NC(=O)c1cc(-c2cccc(OC(C)C)c2)nc2ccccc12)c1cccnc1
[3] COc1cccc(-c2cc3nc(NCc4ccccc4OC)n(C)c(=O)c3s2)c1
[4] COc1ccc(Cc2nc3ccc(C(=O)NC4CCOC4)cc3o2)cc1 (stereo unspecified)
[5] O=C(O)c1cccc(C(=O)O)c1S(=O)Cc1ccccc1 (stereo unspecified)
[6] O=[N+]([O-])c1ccccc1CNCCO
[7] COc1ccc(NC(=O)C2CCN(C(=O)c3cccs3)CC2)cc1
[8] O=C(/C=C/c1ccccc1Cl)c1cccnc1
[9] COc1ccc2[nH]c(C)c(CCN3C(=O)C4C5C=CC(C5)C4C3=O)c2c1 (stereo unspecified)
[10] COC(=O)c1sc(-c2ccc(C(C)(C)C)cc2)cc1NC(=O)CCC(=O)O

entry no.,1,2,3,4,5,6,7,8,9,10
NPR2 activator,-1,3,3,0,2,-6,0,0,-7,-9
MBD2 inh,2,5,1,0,-7,-2,5,-3,0,8
PRMT1 inh,2,-1,-2,-1,-3,5,5,12,4,7
UHRF1 binding,7,17,2,1,-3,2,6,-1,-1,-1
rCAG RNA binder,2,11,9,-2,3,4,1,1,9,72*
mABHD4 FP,1,-9,-13,1,-2,1,-10,-2,8,-9
GC-A act,4,2,-1,2,3,0,-2,1,-1,15
HTRA1 inhibitor,-1,-31,.,6,.,14,0,0,2,.
TCR-CD3 inh,1,-9,4,19,12,-5,-6,5,-9,1
SIAE inh,2,-16,-10,4,3,2,-5,-7,8,-31

[11] Cc1cc(F)ccc1S(=O)(=O)Nc1ccccc1C(=O)Nc1ccccc1N1CCOCC1
[12] O=c1[nH]c(=O)n2ncnc2[nH]1
[13] C[C@H]1CN([C@@H](C)CO)C(=O)c2cc(Br)cnc2O[C@@H]1CN(C)C(=O)NC1CCCCC1
[14] CC(=O)N(C)c1ccc(OCC(O)Cn2c(C)nc3ccccc32)cc1 (stereo unspecified)
[15] CCn1c(SCC(=O)Nc2ccc(F)cc2)nnc1-c1cnccn1
[16] O=C(NC(=S)NCc1cccnc1)c1cc2ccccc2o1
[17] CC1(C(=O)NS(=O)(=O)c2cccc(Cl)c2)CCN1C(=O)CCc1ccc(Cl)cc1Cl (stereo unspecified)
[18] COc1ccc(C(=O)Nc2ccccc2C(=O)N/N=C/c2ccncc2)cc1OC
[19] CCOc1ccccc1NC(=O)Nc1cc(S(=O)(=O)N(C)C)ccc1C
[20] C/C(=N\NC(=O)c1cccc(S(=O)(=O)N2CCCC2)c1)c1ccc(C)cc1

entry no.,11,12,13,14,15,16,17,18,19,20
NPR2 activator,2,2,-3,-3,0,-1,-1,1,-1,5
MBD2 inh,0,1,1,-1,-2,3,0,3,-2,9
PRMT1 inh,-4,5,0,-2,-2,-1,3,3,-1,8
UHRF1 binding,-1,6,1,-1,-4,-4,2,0,1,3
rCAG RNA binder,22,1,1,-2,-5,-2,54*,-1,2,-3
mABHD4 FP,-8,-8,-16,-6,3,-3,-2,-3,5,-9
GC-A act,3,0,4,1,-2,-2,2,-1,-4,-1
HTRA1 inhibitor,-1,6,2,1,-2,-6,.,-11,0,-2
TCR-CD3 inh,1,-5,4,4,-1,11,-13,4,2,-10
SIAE inh,7,-8,-3,-1,11,-6,-1,-15,13,-2

[21] O=S(=O)(CCc1nc2ccccc2s1)c1ccc2ccccc2c1
[22] CCOc1ccccc1NC(=O)NC1(C(=O)N2CCN3CCCC3C2)CCCCC1 (stereo unspecified)
[23] CCOC(=O)CNc1nc(Cl)c(C#N)s1
[24] O=S(=O)(NC1=NCCCCC1)c1cccs1
[25] O=C(CCN1C(=O)c2ccccc2C1=O)NCc1ccc(Cl)cc1
[26] Cc1cccc(N(Cc2ccccc2)C(=O)c2cccc(S(=O)(=O)N3CC(C)OC(C)C3)c2)c1 (stereo unspecified)
[27] CC(=O)Nc1ccc(NC(=O)c2cccc3c2-c2ccccc2C3=O)cc1
[28] CCN(CC)C(=O)C(=O)Nc1ccc(OC)c(Cl)c1
[29] CCCCn1c(N)c(Sc2ccc(C)cc2)c(=O)[nH]c1=O
[30] CNc1ccccc1C(=O)OCC(=O)Nc1ccc2c(c1)OCO2

entry no.,21,22,23,24,25,26,27,28,29,30
NPR2 activator,-7,2,3,0,2,-7,3,3,4,0
MBD2 inh,-3,-5,-3,4,-2,0,0,0,-4,2
PRMT1 inh,10,1,0,-1,-3,-3,4,1,1,4
UHRF1 binding,2,0,0,-1,-1,3,-1,4,1,0
rCAG RNA binder,-2,-4,-2,-3,-1,-5,4,-2,0,4
mABHD4 FP,-2,6,0,0,2,-3,-6,-3,5,2
GC-A act,1,-1,-1,-1,1,-3,0,0,2,5
HTRA1 inhibitor,-6,-1,1,4,0,-23,-1,1,6,3
TCR-CD3 inh,0,-3,0,9,11,-1,0,1,6,-4
SIAE inh,1,6,3,1,-5,-4,-9,-6,0,-1

[31] CCN1CCN(C(=O)/C=C/c2cccc(Cl)c2)CC1
[32] CC(=O)O[C@@H]1C[C@H](c2ccccc2)OC(=O)CCCCC1=O
[33] COCCn1c(-c2ccccc2)nc(=S)c2c1CC(C)(C)OC2
[34] COc1ccc(N(CC(=O)NC2CCCC2)C(=O)Cn2nnc(-c3ccc(C)cc3)n2)cc1OC
[35] CC(=O)c1cc(CN2CCC(C(=O)Nc3ccc(-n4nc(C)cc4C)cc3)CC2)cs1
[36] COc1ccc(-c2cn[nH]c2-c2ccc(OCc3ccccc3)cc2O)cc1OC
[37] COc1ccc(OC)c(C(=O)COC(=O)C(CCSC)NC(=O)COc2ccccc2)c1 (stereo unspecified)
[38] COc1ccc2[nH]c(C(=O)N/N=C/c3ccc(OC)c(O)c3)cc2c1
[39] CCCCC(=O)NC(=S)Nc1ccccc1N1CCCCC1
[40] O=C(C(=O)N1CCN(C(=O)c2ccco2)CC1)c1cc2ccccc2o1

entry no.,31,32,33,34,35,36,37,38,39,40
NPR2 activator,-5,0,-3,-2,5,-8,-1,-7,3,-6
MBD2 inh,-3,-4,-3,-6,2,2,0,-5,-3,3
PRMT1 inh,-2,5,-2,1,-1,-4,4,3,-6,1
UHRF1 binding,-3,1,0,-2,0,0,-1,-3,0,-5
rCAG RNA binder,-2,0,0,0,-6,3,1,10,2,8
mABHD4 FP,-2,-3,5,0,6,-12,-15,6,0,8
GC-A act,2,-2,-2,2,0,3,-7,-3,0,-1
HTRA1 inhibitor,0,.,-5,-3,6,-10,-17,-9,-2,.
TCR-CD3 inh,5,-9,4,0,8,-12,-5,-3,5,6
SIAE inh,2,-2,3,0,-1,5,3,15,-7,1

[41] O=C(NCc1cccnc1)C1CCCN(S(=O)(=O)c2cccc3nsnc23)C1 (stereo unspecified)
[42] c1ccc(-c2cc(N3CCOCC3)nc(-c3ccccc3)n2)cc1
[43] Cc1ccc(OC(=O)c2c(C)nn(-c3ccccc3)c2C)cc1
[44] CCOc1ccc(N(C(C)C(=O)N2CCCC2)S(C)(=O)=O)cc1 (stereo unspecified)
[45] CC(=O)Nc1ccc(NC(=O)c2ccc(-c3ccnn3C)c3ccoc23)cc1
[46] CC(=O)c1ccccc1NS(=O)(=O)c1cccc2nsnc12
[47] O=C(NCCCCNC(=O)c1ccccn1)c1ccccn1
[48] O=C1c2ccccc2C(=O)N1CC#CCN1CCN(C2CCCCC2)CC1
[49] COc1cc(NC(=O)c2cccs2)c(C(=O)OCC(=O)NC(C)c2ccccc2)cc1OC (stereo unspecified)
[50] COCc1cc(N2CCN(C(=O)OC(C)(C)C)C[C@H]2C)ccc1N1CCN(Cc2ccccc2)[C@@H](C)C1

entry no.,41,42,43,44,45,46,47,48,49,50
NPR2 activator,4,-4,-3,4,2,1,5,-2,2,1
MBD2 inh,-5,-1,3,6,3,-1,-4,-3,4,3
PRMT1 inh,0,0,1,-3,10,0,-4,4,1,6
UHRF1 binding,0,3,3,4,3,5,-1,3,-2,2
rCAG RNA binder,0,-1,-7,-2,7,2,0,-1,2,4
mABHD4 FP,6,-6,1,1,-20,0,-10,6,-14,1
GC-A act,-3,-8,-4,-1,5,1,1,1,-3,5
HTRA1 inhibitor,1,-7,-9,-2,.,1,-3,-3,-10,.
TCR-CD3 inh,3,5,3,5,-2,5,0,-2,-8,-3
SIAE inh,-2,1,5,0,-7,-3,8,1,-12,0

# Reprinted at random: 2 entries already listed, in no set order.
[42] c1ccc(-c2cc(N3CCOCC3)nc(-c3ccccc3)n2)cc1
[47] O=C(NCCCCNC(=O)c1ccccn1)c1ccccn1

entry no.,42,47
NPR2 activator,-4,5
MBD2 inh,-1,-4
PRMT1 inh,0,-4
UHRF1 binding,3,-1
rCAG RNA binder,-1,0
mABHD4 FP,-6,-10
GC-A act,-8,1
HTRA1 inhibitor,-7,-3
TCR-CD3 inh,5,0
SIAE inh,1,8

# New compounds follow:
[51] CC1(c2ccc(Cl)cc2)NC(=O)N(CC(=O)Nc2cccnc2Cl)C1=O (stereo unspecified)
[52] Cc1nc2ccc(NC(=O)c3cnc(Cl)c(Cl)c3)cc2s1
[53] O=c1c(Cc2ccc(F)cc2)c(O)ccn1CCCn1ccnc1
[54] C=C(C)C(=O)Oc1ccc(N2C(=O)[C@@H]3C4C=CC(C4)[C@@H]3C2=O)cc1
[55] COc1ccccc1NC(=O)C(C)OC(=O)CCNS(=O)(=O)c1cccc(C(F)(F)F)c1 (stereo unspecified)
[56] O=C(Nc1nc2ccc3ccccc3c2s1)c1ccc(N2CCCCC2)c([N+](=O)[O-])c1
[57] COc1cccc(NC(=O)C2CCCN2C(=O)NC2CCC(C)CC2)c1 (stereo unspecified)

entry no.,51,52,53,54,55,56,57
NPR2 activator,2,2,-1,-5,-4,3,-2
MBD2 inh,-1,5,-3,-5,-5,2,-4
PRMT1 inh,1,-1,-2,-2,1,-3,-4
UHRF1 binding,-1,2,-2,-3,1,-4,-2
rCAG RNA binder,0,7,2,-2,-3,1,1
mABHD4 FP,6,-12,3,5,-2,1,2
GC-A act,-3,1,-1,2,-5,4,0
HTRA1 inhibitor,4,-10,7,4,-9,7,.
TCR-CD3 inh,1,9,4,0,4,3,.
SIAE inh,3,-21,-4,-2,-1,11,-1

# Profiles as entered above. Order of values: NPR2 activator	MBD2 inh	PRMT1 inh	UHRF1 binding	rCAG RNA binder	mABHD4 FP	GC-A act	HTRA1 inhibitor	TCR-CD3 inh	SIAE inh
# Record of Cc1nc2ccc(NC(=O)c3cnc(Cl)c(Cl)c3)cc2s1 : 2	5	-1	2	7	-12	1	-10	9	-21
# Record of O=c1c(Cc2ccc(F)cc2)c(O)ccn1CCCn1ccnc1 : -1	-3	-2	-2	2	3	-1	7	4	-4
# Record of COc1ccccc1NC(=O)C(C)OC(=O)CCNS(=O)(=O)c1cccc(C(F)(F)F)c1 (stereo unspecified) : -4	-5	1	1	-3	-2	-5	-9	4	-1
# Record of COc1cccc(NC(=O)C2CCCN2C(=O)NC2CCC(C)CC2)c1 (stereo unspecified) : -2	-4	-4	-2	1	2	0	.	.	-1

# Source: PubChem (several laboratories)
